USP1-UAF1 inh – blocks the human USP1/UAF1 deubiquitinase complex; recombinant USP1/UAF1, Ub-Rhodamine cleavage fluorescence; Potency, µM (highest dose often 57.1 µM), without a hit: at the highest dose activity change, negative = inhibition, actives largely listed as inhibitors; O94782; hit rate 0.23% among 390,000; AID 743255; further: potency means the concentration at half of the fitted maximal effect; on the % scale 0 is the no-effect control and ±100 the full control effect; nearly all actives have a fitted effect of over 60% in size; inactives centre near -12
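USP1/UAF1 complex (1 nM) preincubated 15 min at room temperature with compound, then Ub-Rho substrate (150 nM final) added. Kinetic fluorescence at 480/540 nm over 6 reads at 60 s intervals; 50 mM HEPES pH 7.8, 0.5 mM EDTA, 0.1 mg/ml BSA, 1 mM TCEP, 0.01% Tween-20.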
TRHR enhancer – allosterically enhances the human TRH receptor; TRHR cells, fluo-8 calcium fluorescence, EC20 TRH enhancement; enhancement, % at 2 µM; P34981; hit rate 0.66% among 360,000; AID 493056; in the data active means enhancement above about 30%; further: 0% is about no effect
Target sequence (P34981 whole entry, looked up): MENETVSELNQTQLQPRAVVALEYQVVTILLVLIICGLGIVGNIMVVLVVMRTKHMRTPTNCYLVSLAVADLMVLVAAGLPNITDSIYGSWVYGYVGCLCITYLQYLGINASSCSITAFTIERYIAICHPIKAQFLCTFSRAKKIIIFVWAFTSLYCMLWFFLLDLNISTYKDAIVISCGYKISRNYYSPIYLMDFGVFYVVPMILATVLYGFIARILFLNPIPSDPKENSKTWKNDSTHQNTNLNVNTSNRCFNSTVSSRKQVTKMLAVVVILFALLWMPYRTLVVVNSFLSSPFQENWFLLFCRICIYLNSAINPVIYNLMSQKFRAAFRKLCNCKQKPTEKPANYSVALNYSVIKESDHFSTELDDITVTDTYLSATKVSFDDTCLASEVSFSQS
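TRHR-expressing cells loaded with fluo-8 calcium dye were read kinetically (ex 480/em 530) during compound addition, then stimulated with an EC20 of TRH (10 nM final). Enhancement of the Gq-mediated intracellular calcium response was scored.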
TrxR1 substrate – substrates of rat thioredoxin reductase 1; O89049; purified TrxR1 substrate turnover, NADPH consumption readout; Potency, µM (highest dose often 114 µM), for the others: at the top dose activity change, negative = substrate turnover; hit rate 0.01% among 390,000; further: potency means the concentration at half of the fitted maximal effect; on the % scale 0 is the no-effect control and ±100 the full control effect; nearly all actives have a fitted effect of over 50% in size
Target sequence (O89049 whole entry, looked up): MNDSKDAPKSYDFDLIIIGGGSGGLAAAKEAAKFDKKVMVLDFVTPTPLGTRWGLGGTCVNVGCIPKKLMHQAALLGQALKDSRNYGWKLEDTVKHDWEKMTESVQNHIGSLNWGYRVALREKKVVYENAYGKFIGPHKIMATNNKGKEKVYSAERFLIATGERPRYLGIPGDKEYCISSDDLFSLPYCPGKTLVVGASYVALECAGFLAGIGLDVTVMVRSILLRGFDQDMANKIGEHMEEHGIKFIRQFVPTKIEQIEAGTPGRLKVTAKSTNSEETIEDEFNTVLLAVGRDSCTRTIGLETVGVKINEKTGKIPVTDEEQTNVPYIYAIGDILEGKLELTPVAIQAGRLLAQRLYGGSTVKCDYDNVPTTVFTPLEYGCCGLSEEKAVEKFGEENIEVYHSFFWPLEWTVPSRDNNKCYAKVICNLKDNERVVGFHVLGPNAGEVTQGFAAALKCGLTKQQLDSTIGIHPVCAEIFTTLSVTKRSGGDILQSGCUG
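Rat TrxR1, dispensed at 90 nM, was prereduced with 400 uM NADPH (final) for 5 min at ~22 deg C, then incubated with compound 15 min before 400 uM selenite. A first-read NADPH fluorescence drop versus no-compound background flagged substrates.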
D2 antag – D2 dopamine receptor (human) antagonism; P14416; HEK293 TREx D2 cells, calcium flux, dopamine EC80; inhibition, % at 10 µM; hit rate 2% among 340,000; in the data active means inhibition above about 30%; further: 0% is about no effect
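HEK293 T-REx D2 cells, tet-induced, calcium dye no-wash. Cpd pintool add, 180 s kinetic, then EC80 DA, 180 s kinetic. Ca flux read.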
D2 ag – activates the human D2 dopamine receptor. HEK293 T-REx D2 cells, calcium flux agonist mode. AID 485358. P14416. activation, % at 2 µM. hit rate 0.53% among 340,000;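 active means activation over 3 SD above normal in the single-dose calcium agonist read, cut at about 30% in these data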; further: 0% is about no effect
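HEK293 Trex D2 cells, tetracycline-induced, o/n 30 C 5% CO2; no-wash Ca dye, RT 30–90 min; 10-cycle baseline, 23 nl cpd added, kinetic Ca read 180 s; agonist hits = positive Ca response.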
PI4K2A inh – blocks human PI4K2A kinase activity | activity change, negative = inhibition, % at 76.9 µM | purified PI4K2A, ADP-Glo luminescence, 1 h; active compounds read low | Q9BTU6 | hit rate 0.13% among 420,000; in the data active means activity change below about -50%; inconclusive means mostly about -30% to -49%;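 further: -100% = wells without enzyme as full effect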
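In this quantitative HTS, ADP production by PI4K2A was quantified luminescently after 1 h at ambient temperature; 100 microM adenosine served as plate-quality control.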
TRHR agonist – agonists of human TRH receptor | P34981 | TRHR cells, calcium flux fluo-8, FDSS agonist mode | activation, % at 2 µM | hit rate 0.18% among 360,000; in the data active means activation above about 30%; further: 0% is about no effect
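TRHR-expressing cells, plated overnight in medium with 10% serum, were loaded with fluo-8 calcium dye at room temperature. After a 10 s baseline, library compound was pin-added and calcium release was recorded kinetically (ex 480/em 530) as agonist response.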
IDH1 R132H inh – inhibitors of human mutant IDH1 R132H. IDH1-R132H enzyme, NADPH consumption, diaphorase/resazurin fluorescence. Potency, µM (top dose mostly 76.6 µM), for inactives: at the top dose activity change, negative = inhibition, actives largely listed as inhibitors. hit rate 0.093% among 390,000. AID 602179; further: potency means the concentration at half of the fitted maximal effect; on the % scale 0 is the no-effect control and ±100 the full control effect; nearly all actives have a fitted effect of over 65% in size
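IDH1-R132H (0.5 ug/mL) preincubated 30 min with compound, then NADPH (0.016 mM) and alpha-KG (2 mM) added; 80 min at RT, pH 7.5. Remaining NADPH coupled via diaphorase/resazurin to fluorescence (540/590 nm); concentration-response curves normalized to no-enzyme control.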
rTrxR1 inhibitor – rat TrxR1 inhibition; O89049; recombinant rTrxR1, NADPH fluorescence consumption, selenite substrate; Potency, µM (series often up to 114 µM), for the others: at the highest dose activity change, negative = inhibition, most hits filed as inhibitors; hit rate 1% among 390,000; AID 588453; further: potency means the concentration at half of the fitted maximal effect; on the % scale 0 is the no-effect control and ±100 the full control effect; nearly all actives have a fitted effect of over 65% in size
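Rat TrxR1 (90 nM in the dispensed reagent) was pre-reduced with 400 uM NADPH for 5 min at room temperature, then incubated with compound for 15 min. After 400 uM selenite was added, NADPH fluorescence (Ex 340/Em 450 nm) was followed for 8 min.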
An asterisk follows results filed as active; ? = inconclusive; nt = not tested or not shown; [ ] = dose if it differs, or a comment. Unless noted, the call rests on the fitted dose curve; in most records, active means well fitted inhibition curve with a large enough effect; inconclusive means small, poorly fitted or top-dose-only effect; inactive means no such curve, though single readings can be large or run the other way.

SMILES	USP1-UAF1 inh	TRHR enhancer	TrxR1 substrate	D2 antag	D2 ag	PI4K2A inh	TRHR agonist	IDH1 R132H inh	rTrxR1 inhibitor
Cc1ccc(S(=O)(=O)NC(CC(N)=O)C(=O)O)cc1 (stereo not given)	-8%	-2	2%	-15	0.4	2	0.9	8%	12%[57.1 µM]
CCOc1ccc(NS(=O)(=O)c2cccc(C(=O)N(C)Cc3ccco3)c2)cc1	-8%	-10	-2%	29	-0.9	-2	-0.6	1%	-11%
N#C/C(=C\c1cccs1)C(=O)Nc1ccccn1	-22%	-1	0%	-11	0.1	-9	2.9	9%	-10%
CCOc1ccc(OCc2ccc(C(=O)N/N=C(\C)c3ccccn3)cc2)cc1	-16%	1	-5%[57.1 µM]	4	1.3	2	0.2	4%	-2%[57.1 µM]
CN(CC(=O)Nc1ccccc1C(=O)NC1CC1)Cc1ccc(Cl)s1	-14%	-4	1%	nt	nt	1	2.9	0%	17%
CCCc1cc(=O)[nH]c(SCC(=O)c2c[nH]c3ccccc23)n1	-9%	-1	3%	0	-0.2	0	0.4	1%	19%[57.1 µM]
COc1ccc(/C=C(\C#N)C(=O)NCC(c2ccc(F)cc2)N2CCOCC2)cc1 (stereo not given)	-14%	4	-8%	8	0.0	6	0.3	2%	14%
CC(=O)c1c(N2CCN(c3cccc(Cl)c3)CC2)nc(=S)n(-c2ccccc2)c1C	-37%	-3	6%	nt	nt	0	0.0	0%	?
CC(C)(C)n1nc2c(c1NC(=O)CCCc1ccccc1)CS(=O)C2 (stereo not given)	0%	15	4%	8	-0.1	3	-0.6	6%	17%
O=C(/C=C/c1c(Cl)nc2ccccn12)Nc1ccc(F)cc1	-5%	3	-3%	-15	0.5	-2	0.1	0%	5%
CCOc1ccc(C2CC(=O)c3c([nH]c(C(=O)OC)c3C)C2)cc1OC (stereo not given)	-27%	6	7%[57.1 µM]	nt	nt	-2	-0.6	-1%	0%[57.1 µM]
Cc1nc2sc3c(c2c(=O)n1NC(=O)CCBr)CCCC3	-2%	2	-6%	10	-0.4	-7	-1.0	1%	-21%
CC(C)Oc1ccc(CCNC(=O)C2CCC(=O)N(Cc3cccc(F)c3)C2)cc1 (stereo not given)	-24%	-6	-3%	12	-0.5	3	-0.7	8%	-5%
CCCn1c(N)c(N(CCOC)C(=O)c2ccc(Cl)c([N+](=O)[O-])c2)c(=O)[nH]c1=O	-16%	-1	0%[57.1 µM]	nt	nt	6	0.8	9%	5%[57.1 µM]
CC(C)(C)C(=O)Nc1ccc(Oc2ccc3c(c2)C(=O)N(c2ccc(O)cc2)C3=O)cc1	-22%	3	-7%	10	-0.4	2	0.5	0%	11%
NC(=O)CSc1nnnn1CC(CC(=O)O)c1ccccc1 (stereo not given)	-4%	3	-1%	19	-0.9	2	-0.3	0%	5%
Cc1nnc(NC(=O)c2nc(SCc3ccccc3F)ncc2Cl)s1	-23%	1	-4%	nt	-1.2	-3	-1.3	7%	10%
C[C@@H]1CCC2[C@](C)(CO)[C@@H](O)CC[C@]2(C)[C@@]12CC[C@@](CO)(CC(=O)O)O2 (stereo not given in full)	-18%	14	-1%	9	0.3	5	0.4	2%	7%
Cc1ccc(N(C)S(=O)(=O)c2ccc(C)cc2)cc1	-20%	5	-3%	-11	-1.0	1	-0.9	3%	6%
NC(=O)CN1C(=O)NC2(CCCc3sccc32)C1=O (stereo not given)	?	8	3%	7	-0.2	1	-0.1	2%	22%
Cc1cccc2nc(COc3ccc4ccccc4c3Br)cn12	-26%	9	-3%	5	0.1	-5	-0.3	3%	2%
O=C(NNC(=O)c1cnccn1)c1ccc(Cl)c(Cl)c1	-10%	-5	-4%	21	nt	-5	0.0	-11%	11%
CCOc1ccc(NC(=O)CN(C)C(=O)c2cc(S(=O)(=O)N3CCCCC3)ccc2Cl)cc1OCC	-5%	-6	9%[57.1 µM]	-3	-0.1	-1	-0.4	-3%	10%[57.1 µM]
Cc1cc(NCC2CCCCC2)nc2ccccc12	-7%	-17	4%[57.1 µM]	-23	1.5	0	0.5	-5%	14%[57.1 µM]
CC(C)OCCCNc1ncnc2sc3c(c12)CCCC3	-9%	-6	4%	nt	-1.4	-3	-0.7	-1%	11%
COc1ccc2oc(-c3cccc(NC(=O)c4ccc(C#N)cc4F)c3)nc2c1	-31%	4	5%	nt	-1.1	2	0.0	-7%	4%
COc1ccccc1N1CCN(C(=O)c2cc(-c3ccc(C)cc3)on2)CC1	-11%	-4	-4%[57.1 µM]	-12	-0.3	7	0.0	-4%	-7%[57.1 µM]
O=[N+]([O-])c1ccc(N2CCN(S(=O)(=O)c3ccc4ccccc4c3)CC2)cc1NCc1ccco1	-16%	-2	6%[57.1 µM]	2	0.3	-3	0.8	-2%	16%[57.1 µM]
CCc1ccccc1NC(=O)CSc1nc2n[nH]c(C)c2c(=N)n1-c1ccc(OC)cc1	-24%	-8	16%	-19	-0.7	5	-1.1	1%	8%[57.1 µM]
N=c1sccn1CC(=O)Nc1ccccc1Oc1ccccc1	-2%	-19	-5%	-15	1.1	17	0.9	-2%	-16%
Clc1ccc(-c2onc3c2CCCC3)cc1	-15%	-5	-4%	-24	0.4	2	0.0	5%	0%
Cc1[nH]c2ccccc2c1C(=O)CSC(=S)N1CCN(C)CC1	-1%	0	-2%	-7	1.2	1	1.1	6%	4%
O=C(Cn1cc(SCc2cccc(Cl)c2)c2ccccc21)N1CCCCCC1	?	-8	-2%	nt	1.3	1	2.0	5%	22%
O=C(N/N=C/c1c[nH]c2ccccc12)c1cc(-c2ccccc2)n[nH]1	?	1	5%[57.1 µM]	10	-0.2	-1	0.1	1%	6%[57.1 µM]
COc1ccc(S(=O)(=O)N(C(=O)c2ccco2)c2cc3sc(=O)oc3c3ccccc23)cc1	-11%	-1	-7%	0	-0.3	-18	0.0	12%	31%[57.1 µM]
Cc1ccc(-n2ncc(C(=O)N3CCN(C(=O)c4ccco4)CC3)c2-n2cccc2)cc1	-2%	0	7%	-34	1.6	-1	1.0	3%	-3%
C=CCn1c(COc2ccc(CC)cc2)nnc1SCC(=O)NC1CCS(=O)(=O)C1 (stereo not given)	-10%	-2	0%	4	-0.7	-5	-0.5	7%	7%
Cc1ccc(-c2nnc(SCC(=O)n3c4c(c5ccccc53)CCCC4)o2)cc1	nt	5	nt	-19	0.4	nt	0.9	nt	nt
Cc1cccc(-n2c(=O)c3c(c4cc(C)ccc4n3C)n(CC(=O)NCCC3=CCCCC3)c2=O)c1	-11%	4	16%	nt	0.1	-3	-0.4	21%	8%
Cc1cc(C)cc(NC(=O)C(CC(C)C)NC(=O)C2CCCCC2)c1 (stereo not given)	-16%	1	6%[2.29 µM]	nt	0.1	0	-0.3	-11%	11%

Ordered by the number under TRHR agonist (falling): six of the compounds above
smiles | TRHR agonist
O=[N+]([O-])c1ccc(N2CCN(S(=O)(=O)c3ccc4ccccc4c3)CC2)cc1NCc1ccco1 | 0.8
Clc1ccc(-c2onc3c2CCCC3)cc1 | 0.0
Cc1cc(C)cc(NC(=O)C(CC(C)C)NC(=O)C2CCCCC2)c1 (stereo not given) | -0.3
CCOc1ccc(NC(=O)CN(C)C(=O)c2cc(S(=O)(=O)N3CCCCC3)ccc2Cl)cc1OCC | -0.4
CC(C)OCCCNc1ncnc2sc3c(c12)CCCC3 | -0.7
CCc1ccccc1NC(=O)CSc1nc2n[nH]c(C)c2c(=N)n1-c1ccc(OC)cc1 | -1.1

Compound profiles, from the list above.
Cc1nc2sc3c(c2c(=O)n1NC(=O)CCBr)CCCC3 in the list: USP1-UAF1 inh: -2%; TRHR enhancer: 2; TrxR1 substrate: -6%; D2 antag: 10; D2 ag: -0.4; PI4K2A inh: -7; TRHR agonist: -1.0; IDH1 R132H inh: 1%; rTrxR1 inhibitor: -21%
CCOc1ccc(NC(=O)CN(C)C(=O)c2cc(S(=O)(=O)N3CCCCC3)ccc2Cl)cc1OCC in the list: USP1-UAF1 inh: -5%; TRHR enhancer: -6; TrxR1 substrate: 9%[57.1 µM]; D2 antag: -3; D2 ag: -0.1; PI4K2A inh: -1; TRHR agonist: -0.4; IDH1 R132H inh: -3%; rTrxR1 inhibitor: 10%[57.1 µM]

Later entries
SMILES	USP1-UAF1 inh	TRHR enhancer	TrxR1 substrate	D2 antag	D2 ag	PI4K2A inh	TRHR agonist	IDH1 R132H inh	rTrxR1 inhibitor
CC(=O)C1(C)C(=O)N(c2ccc(C)cc2)C(=O)N1c1ccc(C)cc1 (stereo not given)	-20%	nt	8%[57.1 µM]	nt	nt	-4	nt	3%	-3%[11.4 µM]
Cc1nn(CC(O)c2ccccc2)c(C)c1Br (stereo not given)	-23%	3	1%	5	0.4	1	-0.2	5%	6%
O=C(NNC(=S)Nc1ccc(F)cc1)[C@H]1C[C@@H]1c1ccccc1	-17%	10	5%	7	-0.7	6	-0.4	0%	-3%
O=C(NCC(c1ccco1)N1CCCCC1)c1ccc(S(=O)(=O)Nc2ccccc2)cc1 (stereo not given)	-17%	11	3%[57.1 µM]	-27	1.0	-9	1.5	-10%	7%[57.1 µM]
COc1ccc(S(=O)(=O)n2nc(-c3cc(OC)c(OC)c(OC)c3)cc2N)cc1OC	-4%	3	1%	1	0.0	0	-1.0	16%	11%
CCOC(=O)CSc1nnc(-c2ccccc2NC(=O)c2ccccc2)o1	-21%	-8	-1%	2	-0.3	-2	0.1	-2%	9%

Source: PubChem (National Center for Advancing Translational Sciences (NCATS))

Random draw from the library; overall some 3.9% were active at least once.
